Pf growth 96h – P. falciparum growth inhibition at 96 hour, primary screen for plastid delayed-death inhibitors. P. falciparum luciferase reporter growth, 96 h. Potency, µM (doses to about 28.7 µM), for inactives: at the highest dose activity change, negative = inhibition, most hits filed as inhibitors. 320,000 compounds, 6.9% hits; note: potency is the fitted concentration of half-maximal effect; % is set by controls: 0 for no effect and ±100 for the full control effect
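Plates of compound plus infected erythrocytes (2% hematocrit, 0.05% parasitemia final) incubate 96 hours, 37 C, 5% CO2. Detection reagent added; reduced luminescence from the parasites' luciferase reporter flags inhibition.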
Giardia FBPA inh – inhibitors of Giardia lamblia fructose-1,6-bisphosphate aldolase | purified Giardia FBPA | Potency, µM (highest dose often 59.6 µM), for inactives: at the top dose activity, negative = inhibition, most hits filed as inhibitors | 290,000 compounds, 0.71% hits; note: potency is the fitted concentration of half-maximal effect; % is set by controls: 0 for no effect and ±100 for the full control effect; nearly all actives have a fitted effect of over 55% in size
Target sequence (A8B2U2 whole entry, looked up): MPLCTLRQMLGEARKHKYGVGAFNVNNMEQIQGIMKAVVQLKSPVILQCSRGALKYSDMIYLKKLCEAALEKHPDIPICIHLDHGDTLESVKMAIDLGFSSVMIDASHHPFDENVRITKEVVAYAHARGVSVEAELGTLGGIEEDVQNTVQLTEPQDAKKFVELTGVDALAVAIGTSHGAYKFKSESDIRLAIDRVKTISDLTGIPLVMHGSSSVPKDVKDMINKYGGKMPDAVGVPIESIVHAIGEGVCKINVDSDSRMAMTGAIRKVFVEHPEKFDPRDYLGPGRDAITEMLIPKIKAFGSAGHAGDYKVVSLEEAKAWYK
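Giardia FBPA (40 nM reagent) was preincubated 10 min at RT with compound (up to 57.5 uM final), then substrate plus GAPDH/TPI/NAD/arsenate coupling system with diaphorase/resazurin was added; resorufin fluorescence (525/598 nm) was read after 20 min.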
Sm TGR inh – inhibitors of Schistosoma mansoni thioredoxin glutathione reductase | Q962Y6 | purified TGR, DTNB reduction, TNB absorbance 405 nm | Potency, µM (titrated, usually from 114 µM), for the others: at the top dose activity change, negative = inhibition, usual class: inhibitors | 360,000 compounds, 3% hits; note: potency is the fitted concentration of half-maximal effect; % is set by controls: 0 for no effect and ±100 for the full control effect; nearly all actives have a fitted effect of over 60% in size
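First, TGR (20 nM dispensed) and NADPH were mixed with compound. Second, a 15 min room-temperature incubation followed. Third, further NADPH and then DTNB were added to start the reaction. Finally, TNB absorbance was monitored kinetically.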
Shiga toxin inh – blocks Shiga toxin action in Vero cells. Vero cells, Shiga toxin protein synthesis inhibition reporter. inhibition, % at 38.7 µM. 290,000 compounds, 9.2% hits; in the data active = inhibition mostly above about 28%, no sharp cut-off; inactive = mostly below about 43%; note: 0% is about no effect
Pf growth 48h – P. falciparum growth inhibition at 48 hours (one generation) | P. falciparum luciferase growth in erythrocytes, 48 h | Potency, µM (titrated, usually from 28.7 µM), for the others: top-dose activity change, negative = inhibition, usual class: inhibitors | 310,000 compounds, 5.9% hits | AID 504832; note: potency is the fitted concentration of half-maximal effect; % is set by controls: 0 for no effect and ±100 for the full control effect
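In quantitative HTS format, infected erythrocytes bearing luciferase-reporter parasites were treated for a single generation at 37 C. Luminescence after adding detection reagent served as the growth measure.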
CHX counter – counter-screen for Shiga toxin inhibitors: cycloheximide protein synthesis inhibition; cell reporter, cycloheximide protein synthesis inhibition counterscreen; AID 2314; 300,000 compounds, 12% hits; max response, %; in the data active = max response mostly above about 13%, no sharp cut-off; inactive = mostly below about 14%; note: read at 38.3 µM for the half of the compounds with a filed dose; 0% is about no effect
* hit, by the source's call; u = inconclusive; x = not tested or not shown; + = active, no number; & = joins results of further samples; [ ] = dose if it differs, or a comment. Unless noted, calls come from the whole dose curve; as a rule, active = well fitted curve in the direction sought with a large enough effect; inconclusive = small, poorly fitted or top-dose-only effect, or another doubt; inactive = no such curve, though single readings can be large; an effect the other way counts as inactive or inconclusive.

SMILES	Pf growth 96h	Giardia FBPA inh	Sm TGR inh	Shiga toxin inh	Pf growth 48h	CHX counter
O=C(NCCCn1ccnc1)c1cc(-c2cccnc2)nc2ccc(Br)cc12	1.5µM*	6%	8%	-17	12µM*	-4
COc1cc(C(=O)NCc2ccc(C)cc2)ccc1OC(F)F	-3%	0%	5%	-3	-7%	-2
OC(CNC1CCCCC1)c1ccccc1 (configuration not stated)	9.3µM*	0%	7%	-16	u	2
COc1ccc(-c2ccc(-c3cc(=O)oc4cc(OC)c(OC)c(OC)c34)cc2)cc1F	x	-1%	x	79*	x	30*
Cc1cccc(NC(=O)C2CC(=O)N/C(=N/N=C/c3ccco3)S2)c1 (configuration not stated)	-31%	0%	-3%	-8	6%	-4
COc1ccc(NC(=O)C(=O)NCCC2CCCCN2S(=O)(=O)c2ccc(F)cc2)cc1 (configuration not stated)	u	x	-34%	x	u	x
Cc1ccc(NC(=O)Cc2ccc(-c3ccccc3)cc2)nc1	24%	3%	-19%	50	1%	-3
CSc1ncc(CN2CCCC(C(=O)c3sccc3C)C2)cn1 (configuration not stated)	25%	-8%	8%	8	3%	-1
CS(=O)(=O)c1ccc(Sc2nc3ccccc3s2)c([N+](=O)[O-])c1	u	4%	u	-6	13µM*	9
Cc1c(C#N)c(O)[nH]c(=O)c1N=Nc1ccc(S(N)(=O)=O)cc1	54%[activator]	u	u	-1	-1%	-6
Cc1cccc(C)c1NC(=S)N(Cc1cccs1)C1CCCC1	u	0%	1%	-4	13%	3
CC1CCN(c2ncnc3c2cnn3-c2ccccc2)CC1	141%[activator]	0%	-31%	75*	x	42*
CC1CCN(C(=O)C2CCN(S(=O)(=O)c3cc(Cl)ccc3Cl)CC2)CC1	u	11%	0%	11	2%	-1
COc1ccc(C(=O)N(C)CCCC2CCCC2)cc1OC1CCN(C(C)=O)CC1	14%	x	7%	1	u	19
CCN(CC)S(=O)(=O)c1ccc2oc(C(=O)NCCN3CCOCC3)c(C)c2c1	0%	1%	-8%	-6	-21%	-1
CC(=O)CC(=O)NC(=NC1CCCCC1)Nc1nc(C)cc(C)n1	x	-16%	7%	-5	u	-2
Cc1ccc(CCN2CC(C(=O)NCCCN3CCN(C)CC3)CC2=O)cc1 (configuration not stated)	u	4%	0%	-16	x	1
Cc1cccc2c(N=O)c(O)[nH]c12	-4%	-4%	-2%	27	18%	2
O=C(CSc1ncc(-c2ccc(F)cc2)[nH]1)N1CCCCC1	-25%	u	14%	44*	65%[activator]	26*
O=C(CNC(=O)c1cccs1)NCC(=O)OCc1cccc(Cl)c1	25%	4%	1%	-11	1%	-4
Cc1ccc(S(=O)(=O)N2CCOCC2)cc1NC(=O)COC(=O)C1COc2ccccc2O1 (configuration not stated)	0%	2%	4%	-14	-6%	1
CCOC(=O)c1ccc(S(=O)(=O)Nc2ccccc2-c2nnn(CC)n2)cc1	u	3%	7%	75	0%	-1
O=C(Nc1ccc2c(c1)OCO2)C1CCCN1C(=O)OCc1ccccc1 (configuration not stated)	21%	4%	-25%	14	-12%	-3
Cc1csc(CNC(=O)CC2C(=O)NCCN2Cc2ccc(F)cc2Cl)n1 (configuration not stated)	-2%	x	7%	-3	2%	-2
Clc1ccc(N2CCN(Cc3cc4ccccn4n3)CC2)cc1	x	0%	x	-14	x	-3
CCOC(=O)N1CCN(S(=O)(=O)c2ccc(OC)c(Br)c2)CC1	u	10%	-28%	x	-14%	-4
COc1ccc(C(=O)NC=C2C(=O)OC(C)(C)OC2=O)cc1	39%[activator]	-1%	4%	-7	18%	11
N#Cc1c(N)nc(N)nc1Nc1ccc(Br)cc1	325%[activator]	2%	10%	90*	191%[activator]	41*
COc1ccc(S(=O)(=O)N2CCCC2)cc1C(=O)N1CCOCC1	-7%	9%	-2%	31	0%	-3
COc1cc(/C=C/C(=O)O)cc(S(=O)(=O)Nc2ccccc2SC)c1OC	3%	-22%	-8%	2	-9%	-2
CC1CCCC(C)N1C(=O)CSc1nnc(-c2ccco2)n1C (configuration not stated)	u	x	-36%	x	-29%	x
Nn1c(-c2ccccc2Cl)nnc1-c1ccccc1Cl	49%[activator]	-18%	-3%	+	72%[activator]	32*
Cc1c(Cl)cccc1NC(=S)N(CCCN1CCOCC1)Cc1ccco1	1%	2%	-4%	29	u	-1
COc1ccc(S(=O)(=O)Nc2ccccc2SC)cc1C	u	-5%	-1%	16	-18%	-2
COc1ccc(N(CC(=O)Nc2ccccc2C(F)(F)F)C2=NC3CS(=O)(=O)CC3S2)cc1 (configuration not stated)	u	-7%	-2%	-3	u	-3
O=C1CC(N2CCN(c3cccc(C(F)(F)F)c3)CC2)C(=O)N1c1ccc(F)cc1 (configuration not stated)	7%	-5%	-44%	1	48%[activator]	1
Cc1ccc(-c2csc(N3C(=N)SCC3=O)n2)cc1	140%[activator]	-3%	7%	42*	232%[activator]	36*
CCCCOC(=O)CSc1nc(N)c(C#N)c(-c2ccc(OC)cc2)c1C#N	x	-10%	u	-20	-1%	-2
O=C(O)C(Cc1ccccc1)N1C(=O)/C(=C/c2cccc3ccccc23)SC1=S (configuration not stated)	21%	-6%	2%	-9	19%	-2
Cc1ccc(N(Cc2cc3cccc(C)c3[nH]c2=O)S(=O)(=O)c2ccccc2)c(C)c1	54%[activator]	-13%	1%	-6	u	-2
CC(C(=O)NC(C)(C)C)N(Cc1cccs1)C(=O)CCN1CCc2ccccc21 (configuration not stated)	-25%	1%	-5%	-11	u	-5
COc1cccc(OC)c1C(=O)Nc1ccc(CN2CCOCC2)cc1	21%	0%	2%	-14	-9%	-2
CC(C)(C)c1ccc(CS(=O)(=O)CC(O)CN2CCCC2=O)cc1 (configuration not stated)	7%	0%	-25%	-13	-1%[0.00184 µM]	-11
CCc1nnc(NC(=O)c2ccc(S(=O)(=O)N3CCCC(C)C3)cc2)s1 (configuration not stated)	34%[activator]	5%	4%	-5	20%	-1
COc1ccc(C(CNC(=O)c2oc3cc(C)c(C)cc3c2C)N2CCCCC2)cc1 (configuration not stated)	-12%	7%	10%&2%	-15	u	-6
N#C/C(=C\c1ccccc1)C(=O)N(c1ccccn1)C1CCCCC1	u	0%	-1%	9	-29%	-6
O=c1c2c(nc3cc(-c4ccc(F)cc4)[nH]n13)CCCC2	29%	-18%	-1%	74*	401%[activator]	39*
COc1ccc(Br)cc1S(=O)(=O)n1c([N+](=O)[O-])cnc1C	33%[activator]	-17%	8%	-6	128%[activator]	-1
COc1ccccc1Cn1c(=O)[nH]c2cccnc21	u	0%	6%	-9	x	-1
O=C(CNC(=O)c1cc(=O)[nH]c2ccccc12)Nc1ccc(F)c(F)c1	1%	-2%	26%	-11	14%	-2

New compounds follow.
SMILES	Pf growth 96h	Giardia FBPA inh	Sm TGR inh	Shiga toxin inh	Pf growth 48h	CHX counter
CN1CCN(C(=O)CCNC(=O)Cn2ccc3ccccc3c2=O)CC1	73%[activator]	5%	4%	-15	x	4
CCOC(=O)C1CCN(C(=O)c2ccc(Oc3cc(Cl)cc(Cl)c3)o2)CC1	3%	0%	1%	-7	9%	-1
O=c1[nH]c(CN2CC=C(c3ccccc3)CC2)nc2scc(-c3ccccc3)c12	u	-15%	6%	-8	u	-5
O=C(CN(C(=O)Cn1nnc(-c2ccc(F)cc2)n1)c1ccc(F)c(Cl)c1)NCC1CCCO1 (configuration not stated)	58%[activator]	-1%	10%[57.1 µM]	-7	22%	1
O=C(c1ccco1)[C@@H]1[C@@H]2C(=O)N(c3ccc(Br)cc3)C(=O)[C@@H]2C2c3ccccc3C=CN21 (some centres not stated)	u	u	18µM*	14	-10%	13
CCSC1=NN2CCS(=O)(=O)N=C2S1	2%	4%	14%	7	0%	1
Cc1ccsc1C1CC(=O)Nc2ccccc2S1 (configuration not stated)	52%[activator]	-18%	0%	-4	-5%	-1
Cc1ccc(NC(=O)N2CCCN(C(=O)OC(C)(C)C)CC2)cc1Cl	u	-9%	0%	6	u	-2
CC(=O)OCCCN1C(=O)c2cccc3cc(Br)cc(c23)C1=O	0%	12%	2%	-8	5%	-1
COc1cccc(C2(O)CC(C(F)(F)F)=NN2C(=O)c2ccccn2)c1 (configuration not stated)	0.52µM*	-8%	u	65*	43%[activator]	38*
Cc1c(S(=O)(=O)Nc2ccc(Br)cc2)c(=O)n(C)c(=O)n1C	u	3%	-2%	-4	-12%	2
O=C(COc1ccc(Cl)cc1)NCc1nnc(SCC(=O)Nc2ccc3c(c2)OCCO3)o1	-25%	4%	0%	-5	-17%	-1
C=CCNC(=S)Nc1ccc(OC(F)F)c(Cl)c1	-16%	-8%	-26%	16	-7%	-1
CCOC(=O)C1(C)NC(c2cccs2)C2C(=O)N(c3ccc(OC)cc3)C(=O)C21 (configuration not stated)	u	-4%	11%	-10	3%	-3
COc1ccc(CC(=O)O/N=C(\N)c2ccc(OC)cc2)cc1	22%	2%	-10%	71*	32%[activator]	64*
CCOC(=O)c1c(C)[nH]c(C(=O)N/N=C/c2cccc(OC)c2)c1C	-25%	7%	4%	+	-7%	15*
O=C(NC1CCCCC1)c1cc(-c2cccc(Cl)c2)on1	u	4%	3%	39*	106%[activator]	27*
CC1(C)CC(=O)C(C=NCC2CCCO2)=C(O)C1 (configuration not stated)	u	3%	3%	-14	12%	1

From PubChem
